Source: PubChem BioAssay (Sanford-Burnham Center for Chemical Genomics)
EBI2 block – EBI2 receptor antagonists, beta-arrestin recruitment, primary screen, cell-based, luminescence, 7a,25-OHC stimulation, uHTS; G-protein coupled receptor 183 (Homo sapiens), P32249; actives 0.81% (n = 360,000); AID 651636, 2012; inhibition, % at 5 µM; 7a,25-OHC stimulated; in the data active = inhibition above about 38%;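 also: enzyme fragment complementation signal reports receptor beta-arrestin coupling in cells; 0% = agonist plus DMSO wells and 100% = wells without agonist; some results beyond the cut were filed as inactive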
Target sequence (P32249 whole entry, looked up, the tested form may be a part): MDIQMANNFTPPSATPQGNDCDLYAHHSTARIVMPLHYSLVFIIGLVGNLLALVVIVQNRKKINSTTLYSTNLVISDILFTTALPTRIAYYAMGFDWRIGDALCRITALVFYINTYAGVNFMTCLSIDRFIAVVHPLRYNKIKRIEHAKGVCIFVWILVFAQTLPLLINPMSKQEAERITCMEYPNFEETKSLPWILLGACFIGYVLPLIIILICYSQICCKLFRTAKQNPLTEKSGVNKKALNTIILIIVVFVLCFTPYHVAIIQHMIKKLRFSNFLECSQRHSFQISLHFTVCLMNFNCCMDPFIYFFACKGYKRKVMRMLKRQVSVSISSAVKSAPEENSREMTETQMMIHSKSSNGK
697 NFkB inh – inhibitors of PMA/ionomycin-induced NF-kB reporter, 697 cells, primary screen, B-cell NF-kB inhibitor project, cell-based, luminescence, uHTS; 697 B-cell NF-kB luciferase reporter, 16 h; inhibition, % at 4 µM; actives 0.33% (n = 330,000); AID 435022, 2010; in the data active = inhibition above about 35%
Apaf1 inhib – inhibitors of human Apaf-1 apoptosome, primary screen, biochemical, DEVD-Rh110 fluorescence, uHTS | reconstituted apoptosome caspase-3 activity | inhibition, % at 20 µM | actives 0.71% (n = 330,000) | AID 489030, 2010; active = inhibition of at least 40% at 20 µM;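 also: plate controls were DMSO wells for no effect and DEVD-CHO caspase inhibitor wells for full effect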
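System: reconstituted apoptosome with Apaf-1, cytochrome c, caspase-9, procaspase-3, dATP; Signal: Rh110 fluorescence intensity; Schedule: 30 min compound preincubation, 50 min activation, room temperature; Reagent: cytochrome c trigger plus (Z-DEVD)2-Rh110 caspase-3 substrate.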
UBC13 inh – UBC13 polyubiquitin chain formation inhibitors, primary screen, biochemical, TR-FRET, uHTS | inhibition, % at 20 µM | actives 0.47% (n = 330,000) | Ubiquitin-conjugating enzyme E2 N (Homo sapiens), P61088; in the data active = inhibition above about 45%, passing the limit was not always enough
Target sequence (P61088 whole entry, looked up): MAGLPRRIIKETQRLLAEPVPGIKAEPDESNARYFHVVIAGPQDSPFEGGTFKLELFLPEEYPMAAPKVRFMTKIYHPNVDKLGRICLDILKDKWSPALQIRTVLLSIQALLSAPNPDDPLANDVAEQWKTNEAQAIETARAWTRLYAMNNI
SENP8 inh – SENP8 protease inhibitors, primary screen, biochemical, luminescence; actives 1.2% (n = 330,000); Sentrin-specific protease 8 (Homo sapiens), Q96LD8; inhibition, % at 10 µM; purified SENP8, Z-RLRGG-aminoluciferin cleavage
Target sequence (Q96LD8 whole entry, looked up): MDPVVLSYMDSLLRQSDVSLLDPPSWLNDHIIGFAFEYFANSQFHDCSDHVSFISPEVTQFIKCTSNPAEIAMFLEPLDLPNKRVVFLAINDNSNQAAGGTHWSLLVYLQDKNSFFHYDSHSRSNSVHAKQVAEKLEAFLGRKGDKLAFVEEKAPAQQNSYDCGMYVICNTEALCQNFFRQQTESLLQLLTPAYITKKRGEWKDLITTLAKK
CCR6 antagonist – CCR6 receptor antagonists, primary screen, cell-based, CHO-K1, luminescence, beta-arrestin, uHTS | CHO-K1 CCR6 PathHunter beta-arrestin, CCL20-stimulated | inhibition, % at 20 µM | actives 0.49% (n = 340,000) | AID 493098, 2011;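 active = compounds whose inhibition of the agonist-driven luminescence signal at 20 µM reaches about 50%, limit read from the data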;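 also: cells stimulated with CCL20 at 14 nM final; plate controls were DMSO with CCL20 for no effect and DMSO without agonist for full effect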
Jurkat NFkB inh – inhibitors of induced NF-kB luciferase reporter, primary screen, TCR NF-kB activation inhibitor project, cell-based, luminescence, uHTS | inhibition, % at 4 µM | Jurkat, PMA/ionomycin-induced NF-kB luciferase reporter | actives 0.53% (n = 330,000) | AID 435003, 2010
Gli-Sufu block – Gli-Sufu pathway antagonists, primary screen, luciferase luminescence, Sufu-KO-LIGHT cells, uHTS. Sufu-KO-LIGHT fibroblasts, Gli luciferase reporter luminescence. inhibition, % at 5 µM. actives 0.74% (n = 340,000);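 active = inhibition above about 55%, limit read from the data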;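 also: 0% = DMSO-treated cells and 100% = wells with medium but no cells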
Starred values were filed as active, the others as inactive; x = not tested or not shown. Rule as the data show it, unless noted: active = inhibition above about 50%; inactive = the rest.

canonical_smiles | Gli-Sufu block | Apaf1 inhib | CCR6 antagonist | EBI2 block | SENP8 inh | Jurkat NFkB inh | 697 NFkB inh | UBC13 inh
CCN(CC)c1cc2nc(C)n(Cc3ccccc3)c(=O)c2cc1NC(=O)C1CC1 | 1 | 11 | 5 | 3 | -5 | -25 | 1 | 3
COc1cc(NS(=O)(=O)c2ccc(NC(=O)CN3C(=O)c4ccccc4C3=O)cc2)nc(OC)n1 | -10 | 2 | 15 | -1 | -9 | -4 | -1 | -9
CCCC(=O)N1CCN(c2ccc([N+](=O)[O-])cc2Cl)CC1 | 5 | -12 | 14 | -8 | -7 | 25 | 11 | 0
CCN(c1ccccc1)S(=O)(=O)c1c(C)noc1C | -12 | 5 | 6 | -4 | 6 | 11 | 17 | -5
CCc1c(C)sc2nc3c(C(=O)N4CCOCC4)cc(C(=O)c4ccccc4O)cn3c(=O)c12 | 29 | 12 | 10 | 1 | 4 | 0 | 23 | -12
COC(=O)c1ccc(Nc2nnc(-c3ccc(C)c(S(=O)(=O)NCC4CCCO4)c3)c3ccccc23)cc1 (stereo not given) | 0 | -2 | -1 | 17 | -1 | -17 | -16 | 8
O=C(COc1ccccc1Cl)NCc1ccncc1 | 2 | 4 | -3 | -5 | -2 | -7 | -1 | 0
CC/C(=N/Nc1cccc(C)c1)c1cnnc(SC)n1 | 6 | 63* | 32 | 12 | 7 | -11 | 5 | -11
Cc1cccc(OCc2nnc(SCn3nnc4ccccc4c3=O)o2)c1 | 5 | 13 | 9 | 4 | -4 | 4 | 19 | 5
COc1cccc(C2c3c(oc4ccccc4c3=O)C(=O)N2CCCN(C)C)c1OC (stereo not given) | 1 | -3 | -8 | -5 | -5 | -6 | 10 | 2
CC(C)C(=O)N1CCN(c2ccccc2NC(=O)c2ccc([N+](=O)[O-])o2)CC1 | 2 | 6 | 0 | 14 | -3 | 0 | 4 | -12
O=C(NNC(=O)c1ccc(S(=O)(=O)N2CCCCC2)cc1)c1ccccc1 | 3 | 2 | -1 | 2 | 5 | -6 | 11 | 9
Cc1cc2nc(-c3ccccc3)cc(=O)n2[nH]1 | -12 | -14 | 7 | -6 | 27 | -4 | -11 | 13
COc1ccc(NS(=O)(=O)c2ccc(F)c(F)c2F)cc1S(=O)(=O)N1CCOCC1 | 9 | -11 | 2 | 4 | 12 | -4 | 24 | 18
CCOC(=O)C(C)/C(C)=N/NC(=O)CCC(=O)Nc1cc(C)ccc1C (stereo not given) | -5 | -3 | 5 | 0 | 9 | -8 | -2 | -9
CC(C)c1cc(O)c(-c2ccccc2)c(=O)n1-c1ccc(Cl)cc1 | 5 | 2 | -7 | -2 | -10 | -11 | 5 | -10
CCn1ncc(Br)c1C(=O)Nc1ccn(C23CC4CC(CC(C4)C2)C3)n1 | 4 | 11 | 15 | 8 | 0 | -12 | -21 | 4
COc1ccc(NC(=O)c2nc(C)c(C3(C)CC(c4ccccc4)=NO3)s2)cc1 (stereo not given) | -3 | 11 | 0 | -6 | -16 | 55* | -14 | 4
CC(C)(C)C(=O)Nc1ccc(-c2cn3cccnc3n2)cc1 | -40 | -2 | -5 | 19 | 2 | -63 | -48 | 16
CCCCC(=O)N1C/C=C\[C@H](c2ccc(OC)cc2)N(Cc2ccc(F)cc2)C(=O)[C@@H]1C | 7 | 11 | 11 | 15 | 3 | 10 | 18 | 8
Cc1cc(NC(=O)CCCN2C(=O)c3cccc4cccc(c34)C2=O)no1 | 4 | -3 | -5 | 3 | -2 | -6 | 3 | -10
CCCCN(Cc1cc2ccccc2[nH]c1=O)S(=O)(=O)c1ccc(C)cc1 | -19 | 14 | 9 | 0 | -19 | -9 | -17 | -1
Cn1c(SCC(=O)NC(C)(C)C)nnc1-c1ccc(C(C)(C)C)cc1 | -5 | -4 | 8 | -13 | 5 | -4 | -20 | 4
Cc1nc2sc(C(c3cccc(F)c3)N3CCCC(C)C3)c(O)n2n1 (stereo not given) | 0 | 6 | -3 | 0 | -8 | -2 | 2 | -7
Cc1cc(C)c(S(=O)(=O)N2CCCC2=O)c(C)c1 | 1 | -6 | -11 | -2 | 8 | -10 | -1 | -4
Cc1ccc2c(c1)C(=O)C(=O)N2Cc1ccc(F)cc1 | 8 | 20 | 26 | -10 | -6 | 11 | 19 | 9
CCOC(=O)C1=C(C)N(C)C(=O)NC1c1c(OC)ccc2ccccc12 (stereo not given) | 12 | 10 | 22 | 1 | -9 | -2 | -7 | -7
CN1CCN(C(=O)c2cccc(NS(=O)(=O)c3ccc(Br)cc3)c2)CC1 | -2 | 0 | 1 | -2 | 7 | -3 | 9 | 1
COc1ccc(C(=O)NCCn2cc(SCC(=O)NCc3ccco3)c3ccccc32)cc1 | 6 | 11 | -5 | -7 | -4 | -14 | -63 | -11
CCN1C(=O)NC(c2ccc(Cl)cc2)C2=C1CCCC2=O (stereo not given) | -6 | -1 | 1 | -3 | 1 | 6 | 11 | 3
CN1CCN(CC(=O)Nc2ccc(Oc3ccccc3)cc2)CC1 | 20 | -11 | -6 | -5 | -4 | -9 | -15 | 3
NC(=O)N/N=C/c1ccc(-c2cccc(C(F)(F)F)c2)o1 | -12 | -1 | -9 | 31 | 0 | -11 | -4 | -5
CC(=O)N(c1ccc(N(C(C)=O)S(=O)(=O)c2cccs2)cc1)S(=O)(=O)c1cccs1 | 2 | -4 | 12 | -21 | 2 | 15 | -8 | 3
Cc1cc(=O)oc(C)c1C(=O)Nc1cccc(F)c1 | -1 | -14 | 3 | -1 | 4 | 2 | -13 | -2
Clc1ccc(-c2nc(Cc3ccccc3Cl)no2)cc1 | -25 | 9 | -1 | -4 | -11 | -14 | -11 | 1
CCN1CCN(C(=S)NC(=O)c2cccc(Br)c2)CC1 | 21 | 15 | -8 | -7 | -10 | -4 | -18 | 0
O=C1CCC(c2ccccc2)N1C(=O)c1cccnc1 (stereo not given) | 3 | -14 | -16 | -8 | 6 | 16 | 15 | 2
O=S(=O)(c1ccc2oc3ccc(S(=O)(=O)N4CCCCC4)cc3c2c1)N1CCCCC1 | 13 | 25 | 6 | 7 | -4 | 7 | 4 | 2
COc1ccccc1NS(=O)(=O)c1cccc(C(=O)N/N=C/c2ccc(NC(C)=O)cc2)c1 | 2 | 8 | 4 | 10 | -2 | 2 | -4 | -3
CCc1nccn1CCC(=O)N1CCCC(Nc2ccc(C(C)C)cc2)C1 (stereo not given) | 3 | 7 | -2 | -10 | 2 | -8 | -46 | -3
O=C(Nc1ccc(F)c(F)c1)C1CCCN(S(=O)(=O)c2cccc3nonc23)C1 (stereo not given) | -10 | 0 | 10 | -1 | 2 | -1 | 4 | 20
CCC(=O)Nc1ccc(Cl)c(NC(=O)c2ccccc2OC)c1 | 8 | 6 | 4 | 6 | 0 | -13 | -3 | 6
CCCn1c2c(c(O)c(C(=O)NCc3ccccc3)c1=O)CCCC2 | 6 | 18 | 8 | 10 | 3 | -9 | -14 | 0
Cc1cnc(C(=O)NC2CC(C)(C)Cc3c2cnn3-c2ccccc2)cn1 (stereo not given) | 22 | -85 | -4 | -4 | 3 | -2 | -9 | 1
CCN(CC)C(=O)C1CCN(Cc2cn(C)nc2-c2ccc(Oc3ccccc3)cc2)CC1 | 22 | -5 | 9 | -13 | -4 | 16 | -3 | 2
Cn1c(=O)c2c(O)c(C=Nc3ccc(F)cc3)c(=O)n(C)c2n(C)c1=O | 5 | -21 | 5 | x | -4 | 1 | -18 | 2
CC(CNc1ccc([N+](=O)[O-])cc1)NC(=O)c1ccccc1Br (stereo not given) | 2 | -21 | 2 | 28 | 0 | 7 | -2 | -17
COCCn1c(=O)[nH]c2cc(C(=O)NC(C)C)ccc2c1=O | 5 | 8 | -4 | 0 | -3 | -2 | -4 | -1
Cc1cc(NC(=O)C2CC(c3ccc(Cl)cc3)=NO2)no1 (stereo not given) | -8 | 5 | 2 | -15 | 4 | 7 | 7 | 3
O=C(Nc1nnc(Cc2ccc(Cl)cc2)s1)c1cccnc1 | -3 | -10 | 4 | -9 | 1 | 11 | -18 | 3
Cn1cccc1C(=O)OCC(=O)N1c2ccccc2NC(=O)C1(C)C | -5 | 0 | 6 | 1 | -4 | 5 | 25 | -1
O=C(Nc1cnn(Cc2ccc(F)cc2)c1)c1cc2nc(-c3ccco3)cc(C(F)(F)F)n2n1 | -3 | 12 | -28 | 8 | -9 | -3 | 14 | -3
COC(=O)C1=C(C)N(c2cccc(C)c2)C(=O)/C1=C\c1cccs1 | 7 | -7 | 18 | -3 | 2 | 15 | 14 | -6
Nn1cc(-c2ccccc2)nc1SCC(=O)N1CCN(S(=O)(=O)c2ccc3ccccc3c2)CC1 | 7 | 9 | -24 | 23 | 1 | 15 | 8 | 5

Some of the entries so far, with values under each structure:
Below each compound – Gli-Sufu block | Apaf1 inhib | CCR6 antagonist | EBI2 block | SENP8 inh | Jurkat NFkB inh | 697 NFkB inh | UBC13 inh
CN1CCN(CC(=O)Nc2ccc(Oc3ccccc3)cc2)CC1
 : 20 | -11 | -6 | -5 | -4 | -9 | -15 | 3
NC(=O)N/N=C/c1ccc(-c2cccc(C(F)(F)F)c2)o1
 : -12 | -1 | -9 | 31 | 0 | -11 | -4 | -5
CC(=O)N(c1ccc(N(C(C)=O)S(=O)(=O)c2cccs2)cc1)S(=O)(=O)c1cccs1
 : 2 | -4 | 12 | -21 | 2 | 15 | -8 | 3
Cc1cc(=O)oc(C)c1C(=O)Nc1cccc(F)c1
 : -1 | -14 | 3 | -1 | 4 | 2 | -13 | -2
Clc1ccc(-c2nc(Cc3ccccc3Cl)no2)cc1
 : -25 | 9 | -1 | -4 | -11 | -14 | -11 | 1
CCN1CCN(C(=S)NC(=O)c2cccc(Br)c2)CC1
 : 21 | 15 | -8 | -7 | -10 | -4 | -18 | 0
O=C1CCC(c2ccccc2)N1C(=O)c1cccnc1 (stereo not given)
 : 3 | -14 | -16 | -8 | 6 | 16 | 15 | 2
O=S(=O)(c1ccc2oc3ccc(S(=O)(=O)N4CCCCC4)cc3c2c1)N1CCCCC1
 : 13 | 25 | 6 | 7 | -4 | 7 | 4 | 2
COc1ccccc1NS(=O)(=O)c1cccc(C(=O)N/N=C/c2ccc(NC(C)=O)cc2)c1
 : 2 | 8 | 4 | 10 | -2 | 2 | -4 | -3
CCc1nccn1CCC(=O)N1CCCC(Nc2ccc(C(C)C)cc2)C1 (stereo not given)
 : 3 | 7 | -2 | -10 | 2 | -8 | -46 | -3
O=C(Nc1ccc(F)c(F)c1)C1CCCN(S(=O)(=O)c2cccc3nonc23)C1 (stereo not given)
 : -10 | 0 | 10 | -1 | 2 | -1 | 4 | 20
CCC(=O)Nc1ccc(Cl)c(NC(=O)c2ccccc2OC)c1
 : 8 | 6 | 4 | 6 | 0 | -13 | -3 | 6
CCCn1c2c(c(O)c(C(=O)NCc3ccccc3)c1=O)CCCC2
 : 6 | 18 | 8 | 10 | 3 | -9 | -14 | 0
Cc1cnc(C(=O)NC2CC(C)(C)Cc3c2cnn3-c2ccccc2)cn1 (stereo not given)
 : 22 | -85 | -4 | -4 | 3 | -2 | -9 | 1
CCN(CC)C(=O)C1CCN(Cc2cn(C)nc2-c2ccc(Oc3ccccc3)cc2)CC1
 : 22 | -5 | 9 | -13 | -4 | 16 | -3 | 2
Cn1c(=O)c2c(O)c(C=Nc3ccc(F)cc3)c(=O)n(C)c2n(C)c1=O
 : 5 | -21 | 5 | x | -4 | 1 | -18 | 2
CC(CNc1ccc([N+](=O)[O-])cc1)NC(=O)c1ccccc1Br (stereo not given)
 : 2 | -21 | 2 | 28 | 0 | 7 | -2 | -17
COCCn1c(=O)[nH]c2cc(C(=O)NC(C)C)ccc2c1=O
 : 5 | 8 | -4 | 0 | -3 | -2 | -4 | -1
Cc1cc(NC(=O)C2CC(c3ccc(Cl)cc3)=NO2)no1 (stereo not given)
 : -8 | 5 | 2 | -15 | 4 | 7 | 7 | 3

This is a subset; count on the stated rates, not on these rows.
